Compound activity from PubChem BioAssay.
LYPLA2 inh – counter-screen for PME1 inhibitors: inhibitors of human LYPLA2; recombinant LYPLA2, FP-Rh probe fluorescence polarization; inhibition, % at 5.9 µM; hit rate 0.38% among 320,000;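 active means inhibition above the screen-wide mean plus 3 SD, limit set per campaign, cut at about 26% in these data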;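 further: 0% = LYPLA2 with DMSO and 100% = wells lacking LYPLA2 enzyme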
PAD4 inh – PAD4 (human) enzyme inhibition; recombinant PAD4, RCA probe fluorescence polarization; AID 485272; hit rate 0.41% among 330,000; inhibition, % at 6.36 µM; Q9UM07;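 active means percent inhibition above a cutoff equal to the mean of all tested compounds plus 3 SD, cut at about 15% in these data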;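 further: 0% = PAD4 with RCA probe and DMSO and 100% = probe without PAD4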
PAFAH1B2 inh – inhibitors of human PAFAH1B2; P68402; recombinant PAFAH1B2, FP-rhodamine activity probe, fluorescence polarization; hit rate 1.2% among 340,000; inhibition, % at 3.39 µM;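 active means inhibition above the mean of all tested compounds plus 3 SD, cut at about 24% in these data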;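 further: 0% = enzyme with DMSO and 100% = wells lacking PAFAH1B2; many of its hits are not listed in these tables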
LYPLA1 counter – blocks human lysophospholipase 1, a PME1 counter-screen | O75608 | inhibition, % at 5.9 µM | AID 2174 | hit rate 0.16% among 320,000 | recombinant LYPLA1, FP-Rh probe fluorescence polarization;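 active means inhibition above the mean of all tested compounds plus 3 SD, set per campaign, cut at about 14% in these data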;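 further: inhibitors block serine hydrolase probe labeling of LYPLA1 so polarization falls; 0% = enzyme with DMSO and 100% = wells lacking LYPLA1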
Target sequence (O75608 whole entry, looked up): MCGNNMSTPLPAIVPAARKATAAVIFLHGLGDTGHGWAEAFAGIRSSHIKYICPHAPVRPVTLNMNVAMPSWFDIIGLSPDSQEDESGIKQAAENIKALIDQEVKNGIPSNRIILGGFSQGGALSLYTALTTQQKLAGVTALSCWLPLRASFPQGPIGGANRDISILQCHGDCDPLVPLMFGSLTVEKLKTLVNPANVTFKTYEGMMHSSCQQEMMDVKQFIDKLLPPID
pPAFAH inh – pPAFAH (human) enzyme inhibition; inhibition, % at 3.39 µM; AID 463082; recombinant pPAFAH, FP-rhodamine probe fluorescence polarization; hit rate 1.5% among 330,000; Q13093;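 active means inhibition above the mean inhibition across the screen plus 3 SD, cut at about 25% in these data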;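 further: inhibitors block binding of the rhodamine activity-based probe so polarization drops; 0% = enzyme with DMSO and 100% = wells lacking pPAFAH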
Target sequence (Q13093 whole entry, looked up): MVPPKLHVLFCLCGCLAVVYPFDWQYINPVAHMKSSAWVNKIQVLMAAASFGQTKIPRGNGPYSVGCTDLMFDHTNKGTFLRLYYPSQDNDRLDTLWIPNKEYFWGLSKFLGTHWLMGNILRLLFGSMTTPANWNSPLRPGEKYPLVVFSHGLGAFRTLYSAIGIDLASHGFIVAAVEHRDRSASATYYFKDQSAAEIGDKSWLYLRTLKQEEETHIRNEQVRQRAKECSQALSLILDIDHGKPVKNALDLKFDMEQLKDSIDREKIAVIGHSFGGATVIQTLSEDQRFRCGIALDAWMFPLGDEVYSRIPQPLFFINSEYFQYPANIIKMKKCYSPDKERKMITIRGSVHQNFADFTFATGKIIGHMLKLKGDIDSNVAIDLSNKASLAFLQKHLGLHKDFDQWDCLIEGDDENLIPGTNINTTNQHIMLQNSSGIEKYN
PME-1 primary – PME-1 (human) inhibition. Q9Y570. AID 2130. recombinant PME-1, FP-Rh probe fluorescence polarization. inhibition, % at 5.9 µM. hit rate 0.53% among 320,000;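 active means inhibition above the campaign mean of all compounds plus 3 SD, cut at about 26% in these data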;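 further: competitive labeling of PME-1 active site by serine hydrolase directed probe; 0% = PME-1 with DMSO and 100% = wells lacking PME-1 enzyme; inhibitors block probe labeling so polarization falls and inhibition rises; many of its hits are not listed in these tables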
Target sequence (Q9Y570 whole entry, looked up): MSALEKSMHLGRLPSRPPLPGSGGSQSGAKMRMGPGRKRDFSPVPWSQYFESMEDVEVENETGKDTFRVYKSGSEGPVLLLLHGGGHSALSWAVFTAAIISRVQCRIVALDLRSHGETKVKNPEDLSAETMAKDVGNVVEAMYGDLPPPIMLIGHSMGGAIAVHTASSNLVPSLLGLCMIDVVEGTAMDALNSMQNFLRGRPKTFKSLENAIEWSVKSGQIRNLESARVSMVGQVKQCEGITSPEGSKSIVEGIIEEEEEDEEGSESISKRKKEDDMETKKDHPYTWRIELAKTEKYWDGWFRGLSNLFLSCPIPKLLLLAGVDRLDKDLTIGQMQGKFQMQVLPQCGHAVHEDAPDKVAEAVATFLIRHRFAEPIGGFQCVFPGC
PAFAH2 inh – PAFAH2 (human) inhibition | Q99487 | recombinant PAFAH2, FP-rhodamine activity probe, fluorescence polarization | inhibition, % at 3.39 µM | hit rate 0.99% among 340,000 | AID 492956;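 active means inhibition above the mean over all tested compounds plus 3 SD, cut at about 30% in these data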;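 further: inhibitors block probe labeling of enzyme so polarization drops; 0% = enzyme with DMSO and 100% = wells lacking PAFAH2 protein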
GSTO1 inh – blocks human GSTO1 in RBBP9 counter-screen | recombinant GSTO1, activity-based probe fluorescence polarization | inhibition, % at 5.96 µM | hit rate 1.1% among 300,000 | AID 1974;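 active means inhibition above the campaign mean inhibition plus 3 SD, cut at about 35% in these data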;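 further: 0% = GSTO1-1 with DMSO and 100% = wells lacking GSTO1-1 enzyme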
PAFAH1B3 FP inh – inhibitors of human PAFAH1B3; recombinant PAFAH1B3, FP-rhodamine probe, fluorescence polarization; Q15102; hit rate 0.28% among 340,000; inhibition, % at 3.39 µM;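 active means inhibition above the screen-wide average of all tested compounds plus 3 SD, cut at about 25% in these data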;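 further: 0% = enzyme with DMSO only and 100% = wells lacking PAFAH1B3 protein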
Numbers without * were called inactive; . = not tested or not shown.

canonical_smiles	PAD4 inh	pPAFAH inh	PAFAH1B2 inh	PAFAH1B3 FP inh	LYPLA1 counter	PAFAH2 inh	PME-1 primary	LYPLA2 inh	GSTO1 inh
O=C1OCCC1Sc1nnc(-c2ccc(Cl)cc2)n1Cc1ccccc1 (stereo not given)	-1	2	7	6	4	-3	-2	-5	-1
O=C(CSc1ccc2c(c1)OCCO2)Nc1cccnc1Cl	-5	3	-1	-3	-2	1	-1	-5	7
S=C(NCCc1ccccn1)NC1CC2CCC1C2 (stereo not given)	-6	4	4	-3	1	-5	1	1	8
C[C@H](CO)N1C[C@H](C)[C@@H](CN(C)C(=O)Nc2ccccc2)Oc2c(cccc2N(C)C)C1=O	-4	8	5	7	.	2	.	.	.
Cc1cc(C)nc(SCc2nnc(SCC(=O)Nc3ncc(C)s3)n2Cc2ccco2)n1	-8	-16	3	8	-5	4	-9	-9	5
O=C(Cc1c(Sc2ccccc2)c2ccccc2n1Cc1ccccc1)NCCO	1	7	3	8	-2	7	8	0	3
CC(C)Oc1cccc(C(=O)NC(=S)NCc2cccnc2)c1	-17	1	-15	-4	-9	-19	-21	-14	-5
CC/C(C)=N/Nc1nc2sc3c(c2c(=O)[nH]1)CC(C)(C)OC3	-5	4	-1	4	-1	3	24	-4	12
CC1CN(C(=O)CCC(=O)NC2CCN(Cc3ccccc3)CC2)c2ccccc2O1 (stereo not given)	2	-7	4	-4	2	-1	-6	-1	6
CCOCCCNC(=O)CN1CCN(Cc2ccccc2C)C1=O	-2	-9	4	6	0	-6	0	-5	6
CCN(CC)c1c([N+](=O)[O-])c(=O)sc2ccccc12	0	0	4	6	-4	1	-1	0	-7
CN1C(=O)c2ccccc2C(O)c2ccccc21 (stereo not given)	3	0	7	10	3	1	-3	-14	4
CC(=O)c1ccc(NC(=O)C(C)OC(=O)C2CCN(c3ccc(C(F)(F)F)cn3)CC2)cc1 (stereo not given)	-1	-1	1	0	-4	-2	-6	-9	-1
COC(=O)c1ccc(COC(=O)C23CC4CC(CC(O)(C4)C2)C3)o1	9	3	7	10	4	3	4	15	1
O=C(Nc1ccccc1C(=O)NCCN1CCOCC1)c1ccc(Cl)cc1Cl	0	1	3	-1	1	0	3	3	-1
CN(C)C(CNC(=O)c1ccc(S(=O)(=O)N(C)C)cc1)Cc1ccccc1 (stereo not given)	-1	4	-2	8	5	-1	-2	9	7
CCOC(=O)C1=C(C)NC(C)=C(C(=O)OCC)C1c1ccc(OC)cc1	-3	-1	-2	3	-5	1	-2	-5	5
COc1ccccc1CNCC(=O)Nc1ccc(C#N)cc1	1	4	5	5	1	-2	2	0	4
CN/N=C/c1ccc(C#N)cc1	-3	2	7	12	3	5	-3	0	1
Cc1[nH]c2ccccc2c1/C=N/Nc1nc(N2CCCCC2)nc(N2CCCCC2)n1	-4	8	12	26*	0	-10	3	4	6
Cc1nc2c(Cl)cccc2[nH]1	0	9	8	5	7	-6	1	5	-3
CCN(CC)CCCNC(=S)N1CCN(c2nc(-c3ccc(F)cc3)cs2)CC1	-2	-3	0	8	4	3	-7	15	11
C#CCN1C(=O)C(O)(c2c(C)[nH]c3ccccc23)c2ccccc21 (stereo not given)	-2	-1	8	0	1	4	-1	0	7
CNC(=S)N(CCc1c(C)[nH]c2ccc(C)cc12)Cc1cccnc1	6	4	4	8	2	3	0	2	6
O=C(CN1CCN(S(=O)(=O)c2ccc(Cl)s2)CC1)N1CCOCC1	0	3	.	.	3	.	1	1	2

Among those listed so far, these contain a cyano group:
canonical_smiles	PAD4 inh	pPAFAH inh	PAFAH1B2 inh	PAFAH1B3 FP inh	LYPLA1 counter	PAFAH2 inh	PME-1 primary	LYPLA2 inh	GSTO1 inh
COc1ccccc1CNCC(=O)Nc1ccc(C#N)cc1	1	4	5	5	1	-2	2	0	4
CN/N=C/c1ccc(C#N)cc1	-3	2	7	12	3	5	-3	0	1

Additional compounds follow.
canonical_smiles	PAD4 inh	pPAFAH inh	PAFAH1B2 inh	PAFAH1B3 FP inh	LYPLA1 counter	PAFAH2 inh	PME-1 primary	LYPLA2 inh	GSTO1 inh
COc1ccc(CCNC(=O)Cn2nnc(-c3ccc(N(C)C)cc3)n2)cc1OC	-2	6	3	6	8	-6	5	11	3
CCOC(=O)N1CCN(C(=O)COC(=O)CSc2ccc([N+](=O)[O-])cc2)CC1	-1	23	9	10	-2	3	-4	-2	2
CCOC(=O)c1c(NC(=O)Cc2ccccc2)sc2c1CCN(CC)C2	-1	2	4	0	-3	0	0	-4	3
Nn1c(SCC(=O)Nc2ccc3c(c2)OCCO3)nncc1=O	3	1	-4	-7	-2	2	1	-1	6
N#Cc1nc(-c2ccc(F)cc2)oc1N1CCC(C(N)=O)CC1	-1	-1	1	1	1	5	9	-4	-2
C=CCOC(=O)C1=C[C@H](c2ccc3c(c2)OCO3)C[C@H](OCCCCO)O1	2	15	3	8	0	-2	-3	0	13
Cc1cc(C)n(-c2ccc([N+](=O)[O-])cc2)n1	-2	1	1	9	1	-4	-6	6	-7
Cc1ccc(S(=O)(=O)Nc2nnc(C3CCCCC3)s2)cc1	-6	-2	10	8	2	3	-2	4	3
CC(C)OCCCn1c(=O)c2ccccc2n2c(CCC(=O)NCc3ccccn3)nnc12	3	3	2	5	-1	1	1	6	1
COc1cccc(OCCNS(=O)(=O)c2ccccc2[N+](=O)[O-])c1	-3	2	3	8	.	7	.	.	.
O=C(NCC(c1ccco1)N1CCCCC1)c1ccc(COc2ccccc2)cc1 (stereo not given)	-6	0	6	-6	-1	5	-4	-6	8
CCC(C)(C(=O)NC1CCCC1)N(C(=O)CC1NC(=O)NC1=O)c1c(C)n(C)n(-c2ccccc2)c1=O (stereo not given)	3	7	2	6	-2	1	-2	-3	5
COc1cc(OC)cc(C(=O)NCCCCNC(=O)c2cc(OC)cc(OC)c2)c1	-2	5	.	.	1	.	-2	-4	11
CC(C)CNS(=O)(=O)c1ccc(CCC(=O)NC2CCCC2)cc1	1	3	1	-1	0	-1	-1	0	7
CN(C)CCC1CCN(c2cc(C#N)c(C#N)cc2[N+](=O)[O-])CC1	2	0	1	1	1	6	4	3	2
Cn1nnnc1P(=O)(c1ccccc1)c1ccccc1	5	5	-1	4	4	-4	9	4	4
Cn1c(=O)c2sccc2n2c(CCCC(=O)N3CCCCC3)nnc12	-7	5	5	1	0	9	-3	-7	2
OC(CSc1c(Cl)cccc1Cl)CN1CCN(c2ccc(F)cc2)CC1 (stereo not given)	2	9	0	-1	-1	3	3	9	-5
O=C(CCc1ccccc1)NC(=S)Nc1ccc2c(c1)C(=O)OC2	0	1	-1	-4	0	-2	2	3	-1
COc1ccccc1N1CCN(C(=O)CN(Cc2ccc(Cl)cc2)S(C)(=O)=O)CC1	-3	4	6	-2	4	5	0	7	-7
CN(C)CCCN(C(=O)c1ccc(S(=O)(=O)N(C)Cc2ccccc2)cc1)c1nc2cc3c(cc2s1)OCO3	-2	0	10	9	-1	-12	3	12	-5
COc1ccccc1NC(=S)N(CCc1c(C)[nH]c2ccccc12)Cc1cccs1	-8	1	-1	8	-5	-2	1	-9	-4
O=C(COc1ccccc1N1C(=O)c2ccccc2C1=O)c1ccc(Cl)cc1	-1	1	3	-5	-5	3	10	-8	-1
Cc1cc(C)nc(NNC2=CC(=O)CC(C)(C)C2)n1	-4	-1	0	15	0	0	8	-4	-2
COc1ccccc1-c1cc(C(=O)NCc2ccccc2)no1	-2	-5	2	2	-7	3	-7	-12	6

As entered above.
`Cc1cc(C)n(-c2ccc([N+](=O)[O-])cc2)n1` @ PME-1 primary = -6
`CC(C)CNS(=O)(=O)c1ccc(CCC(=O)NC2CCCC2)cc1` @ LYPLA1 counter = 0

(further entries)
canonical_smiles	PAD4 inh	pPAFAH inh	PAFAH1B2 inh	PAFAH1B3 FP inh	LYPLA1 counter	PAFAH2 inh	PME-1 primary	LYPLA2 inh	GSTO1 inh
CCCCC(=O)c1ccc(O)cc1	0	19	3	6	0	-1	-1	5	-3
COC(=O)c1ccc(N=CC2=C(O)CC(c3ccccc3)CC2=O)cc1 (stereo not given)	1	-1	.	.	-1	.	1	1	7
c1ccc(CSc2nnc3ccc(-c4cccs4)nn23)nc1	2	-2	-2	7	-2	-1	1	0	0
CCCOc1ccc2oc(=O)c3c(c2c1)CCCN3C(=O)CN1CCCC(C(=O)OCC)C1 (stereo not given)	3	3	4	0	-1	6	0	5	13
Cc1cccnc1NC(=O)c1ccc(OCc2c(C)noc2C)cc1	0	7	-3	5	-4	2	0	-1	3
Brc1ccc(-c2nnc(-c3ccccc3)c(N3CCSCC3)n2)cc1	-2	-1	3	6	-1	-6	-8	-5	-5
CCCNC(=O)CNC(=O)c1ccc(C#N)cc1	5	2	-1	10	.	-16	.	.	.
Cc1ccc2c(Cl)cc(Cl)c(OCC(=O)NC3CCS(=O)(=O)C3)c2n1 (stereo not given)	2	7	-2	-1	5	5	6	3	3
CC(C)(C)OC(=O)NCc1ccc(CNC(=O)c2[nH]cnc2C(=O)NC2CCN(C(=O)OC(C)(C)C)CC2)cc1	5	-1	5	-3	-4	-11	0	-1	.
CCOc1ccc(C(=O)Nc2c3c(nn2-c2ccccc2)CS(=O)(=O)C3)cc1	-1	3	-3	7	0	1	-5	0	1
COc1cccc(C(C(=O)NCc2ccco2)N(Cc2ccco2)C(=O)Cn2nnc3ccccc32)c1 (stereo not given)	1	3	3	6	-6	4	-5	-6	2
O=S(=O)(c1ccc(Br)c2ccccc12)N1CCOCC1	-2	-1	-3	4	-2	-2	6	0	-2
COc1cccc(CN2CCN(Cc3ccc(O)c(OC)c3)CC2CCO)c1 (stereo not given)	0	1	0	-4	0	-9	-8	1	-1
CCOC(=O)c1cc(NC(=O)c2ccc(Cl)cc2)c(=O)oc1-c1ccccc1	5	2	5	2	2	-2	-4	-5	2
COc1ccc(/C(C)=N/NC(=O)C2C3CCCCC32)c(OC)c1 (stereo not given)	0	6	-4	2	-2	4	5	1	-6
CSCC[C@H](NC(=O)OC(C)(C)C)C(=O)N/N=C/c1c(C)[nH]c(=O)[nH]c1=O	1	-1	3	14	-2	0	-3	-1	12
Cc1[nH]c(C)c(S(=O)(=O)N(Cc2ccccc2)C(C)C)c1C(=O)N1CCCC1	2	-2	2	-1	-1	-1	3	5	-5
Cc1cn(-c2cc(NC(=O)c3ccc(C)c(NC(=O)c4cccc(-c5cn[nH]c(=O)c5)c4)c3)cc(C(F)(F)F)c2)cn1	-2	5	-12	-18	-4	-21	-16	-3	5
O=C(Nc1cccnc1)Nc1cccc([N+](=O)[O-])c1	-2	8	3	5	-3	-3	1	3	-1
COc1ccc(C(=O)COC(=O)c2ccc([N+](=O)[O-])s2)cc1OC	-5	12	8	34*	1	18	10	14	.
COc1ccc(C2CC(=O)Oc3cc(C)c(Cl)cc32)cc1 (stereo not given)	-3	7	2	8	.	0	.	.	.
O=C(CSc1nnc2c(n1)[nH]c1ccccc12)NC1CCCCC1	-4	1	1	3	-6	0	-14	-4	-1
O=C(NC(N1CCOCC1)C(Cl)(Cl)Cl)c1ccc(Br)cc1 (stereo not given)	-4	3	4	2	3	-2	1	-1	-4
Cc1ccc(C(=O)N2CC=C(c3ccccc3)CC2)o1	-1	-1	2	-8	4	1	2	-2	14

These rows are one share of the data (hit frequency here may not be typical).
